PMI activator: phosphomannose isomerase (human) activation. P34949. actives 0.005% (n = 190,000). activation factor at 20 µM. AID 1214. purified human PMI, coupled resazurin fluorescence, 20 min; stronger effect = higher value; 1 = vehicle control, 0 substrate-free wells;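 active = activation factor of 2 or more at 20 µM, relative to plate controls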
Target sequence (P34949 whole entry, looked up): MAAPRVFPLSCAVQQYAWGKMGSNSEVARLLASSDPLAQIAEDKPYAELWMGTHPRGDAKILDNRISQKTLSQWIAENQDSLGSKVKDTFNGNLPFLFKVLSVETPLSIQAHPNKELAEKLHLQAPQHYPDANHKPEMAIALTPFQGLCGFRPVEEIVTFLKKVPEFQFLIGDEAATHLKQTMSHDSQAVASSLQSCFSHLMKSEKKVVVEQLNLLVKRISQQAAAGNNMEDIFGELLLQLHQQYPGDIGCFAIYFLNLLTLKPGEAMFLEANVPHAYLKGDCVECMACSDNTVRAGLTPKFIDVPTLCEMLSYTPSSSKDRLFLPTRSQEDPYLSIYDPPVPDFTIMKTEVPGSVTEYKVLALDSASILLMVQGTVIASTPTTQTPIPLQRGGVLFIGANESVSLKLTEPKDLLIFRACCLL
TNAP act hi DEA: activators of human TNAP at high phosphate acceptor concentration | P05186 | purified TNAP, CDP-star luminescence, 1 M DEA, 30 min; stronger effect = higher value; 0 = EDTA background, 1 = DMSO-only activity | activation factor at 20 µM | 200,000 tested, under 10 active | AID 1136;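 active = activation factor at least 2 at 20 µM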
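system = human TNAP | amount = enzyme diluted 1/800 final | reagent = 100 µM CDP-star substrate | signal = luminescent substrate turnover signal | dosing = one dose, 20 µM | benchmarks = EDTA negative control, DMSO positive control | measure = activation factor | timing = 30 min reaction, room temperature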
FLuc inhib CS: Photinus pyralis luciferase inhibition counter-screen; AID 1006; inhibition, % at 10 µM; P08659; ATPLite firefly luciferase biochemical luminescence, 10 min; actives 1.5% (n = 200,000);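 active = inhibition above about 50% when tested at 10 µM, limit read from the data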
Target sequence (P08659 whole entry, looked up): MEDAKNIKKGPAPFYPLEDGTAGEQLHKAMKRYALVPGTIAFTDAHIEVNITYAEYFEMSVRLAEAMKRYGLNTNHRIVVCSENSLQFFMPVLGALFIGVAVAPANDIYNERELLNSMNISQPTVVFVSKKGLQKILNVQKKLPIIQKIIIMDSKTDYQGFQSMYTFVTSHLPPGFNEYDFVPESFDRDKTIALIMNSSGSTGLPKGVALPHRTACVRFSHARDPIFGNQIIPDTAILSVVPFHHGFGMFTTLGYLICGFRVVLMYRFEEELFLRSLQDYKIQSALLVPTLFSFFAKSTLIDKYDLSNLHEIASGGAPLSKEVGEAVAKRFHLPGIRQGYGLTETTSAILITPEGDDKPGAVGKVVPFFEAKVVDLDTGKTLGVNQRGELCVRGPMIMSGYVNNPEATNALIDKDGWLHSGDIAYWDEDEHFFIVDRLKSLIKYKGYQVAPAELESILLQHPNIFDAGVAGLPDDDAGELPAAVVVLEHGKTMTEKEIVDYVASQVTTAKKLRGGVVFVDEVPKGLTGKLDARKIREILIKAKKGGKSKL
NF-kB neuron act: NF-kB expression increase, human neuronal cells. actives 1.6% (n = 190,000). NF-kB reporter expression; stronger effect = higher value. fold change at 12.5 µM; in the data active = fold change above about 3.3
APP 5'UTR act: APP 5'UTR luciferase reporter activation | SH-SY5Y APP 5'UTR luciferase reporter, luminescence; zero percent = DMSO vehicle wells | activation, % at 2 µM | actives 1% (n = 190,000);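 active = activation above a set limit, based on mean plus 3 SD of controls, cut at about 140% in these data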; also: values of inactives mirror those of a sister screen read the other way
TNAP inh hiacc: blocks human TNAP under high phosphate acceptor concentration; inhibition, % at 20 µM; actives 0.03% (n = 200,000); P05186; purified TNAP, CDP-star luminescence, 1 M DEA;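 active = over 50% inhibition of tissue-nonspecific alkaline phosphatase at 20 µM in the single-dose screen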;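 also: plate controls were DMSO wells for no effect and EDTA-quenched wells as full inhibition for full effect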
FLuc act counter: firefly luciferase counter-screen for stimulation assays | ATPlite luciferase biochemical, luminescence, 10 min; 0 = ATP-free wells, 1 = DMSO control | activation factor at 10 µM | 200,000 tested, under 10 active;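 active = luciferase activation factor, scaled between plate controls, of at least 2 with compound at 10 µM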
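System: Luciferase/luciferin detection reagent, cell-free biochemical luciferase assay | Medium: PBS buffer for ATP | Dosing: Test compounds dosed from 2 mM stocks in 100% DMSO | Timing: 10 min at ambient temperature | Signal: Luminescence measurement of luciferase light output | Evaluation: Luciferase activation, seen as luminescence increase over controls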
PMI act hi M6P: activators of human phosphomannose isomerase at near-saturating mannose 6-phosphate. AID 1216. actives 0.34% (n = 190,000). coupled PMI enzyme assay, resazurin fluorescence, 20 min; stronger effect = higher value; 1 = untreated enzyme, 0 = substrate-free blank. P34949. activation factor at 20 µM;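 active = activation factor of 2 or more at 20 µM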
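Test system: human phosphomannose isomerase with PGI, G6PDH, diaphorase coupling enzymes; amount: 15 ng/mL PMI; incubation: enzyme reaction with compound 20 min at room temperature; technique: resorufin fluorescence (Ex 544/Em 590 nm) from resazurin via diaphorase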
bIAP act: increases bovine intestinal alkaline phosphatase activity. AID 1016. actives 0.17% (n = 200,000). purified bovine IAP, CDP-star luminescence, 30 min; stronger effect = higher value; fold of DMSO-control signal, blank-subtracted. activation factor at 20 µM;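 active = activation factor of 2 or more at 20 µM, a signal rise over negative controls twice the positive control's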
TNAP inh noacc: inhibitors of human TNAP without phosphate acceptor; purified TNAP, CDP-star luminescence, 30 min; inhibition, % at 20 µM; actives 0.26% (n = 200,000); AID 1012;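 active = tissue-nonspecific alkaline phosphatase inhibition above about 50% at 20 µM in the single-dose screen, limit read from the data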;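 also: 0% = DMSO negative control and 100% = EDTA positive control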
Active calls of the source: *; / = no result given.

Under each structure: PMI activator, TNAP act hi DEA, FLuc inhib CS, NF-kB neuron act, APP 5'UTR act, TNAP inh hiacc, FLuc act counter, PMI act hi M6P, bIAP act, TNAP inh noacc
1	N/C(=N\OC(=O)c1ccc2c(c1)OCO2)c1ccc(Br)cc1
 : 1, 1, 60.6*, 3.37*, 60.3, 0.7, 0.4, 0.9, 1.1, -7.0
2	O=C(/C=C/c1ccccc1)NCCSCc1ccccc1Cl
 : 0.8, 1, -0.7, 1.1, -2.7, -2.4, 1, 0.8, 0.7, -7.6
3	O=C(CSc1nc2ccccc2n1CCc1ccccc1)c1ccc(O)c(O)c1
 : 1.1, 0.9, -3.0, /, -0.7, 5.9, 1, 1.6, 0.9, 39.7
4	Cc1occc1-c1nnc(SCC(=O)Nc2ccc3c(c2)OCO3)n1CC1CCCO1 (stereo not drawn)
 : 1, 1, -5.6, 1.09, -5.7, -0.4, 1.1, 1, 0.8, -7.6
5	O=C1CC(NCCC2=CCCCC2)C(=O)N1c1cccc(Cl)c1Cl (stereo not drawn)
 : 0.8, 1, -9.1, 1.48, 11.4, -2.0, 1.1, 0.9, 1, -1.6
6	Cc1nn(-c2ccccc2)c(C)c1/C=N/NC(=O)c1cc(C2CC2)[nH]n1
 : 1, 1.1, 9.6, 0.45, 18.2, -6.5, 0.9, 1, 1.3, 20.4
7	CC1(C)OC(=O)C(=CNC(CO)C(=O)O)C(=O)O1 (stereo not drawn)
 : 1.1, 1, 0.6, 1.05, 13.6, -0.1, 1, 0.9, 1.1, -7.2
8	COc1cccc(C(=O)Nc2ncc3c(n2)CC(c2ccc(OC)cc2OC)CC3=O)c1 (stereo not drawn)
 : 0.9, 1, -3.3, 1.48, -17.8, -2.4, 1, 0.9, 1.1, 5.8
9	Cc1ccccc1C(=O)Nc1ccnc(-c2ccncc2)n1
 : 1, 1, -3.4, 1, -11.2, -2.7, 1, 1, 1.2, -6.0
10	COc1ccc(-n2c(SCC(=O)Nc3ccc([N+](=O)[O-])cc3OC)nc3ccccc32)cc1
 : 0.8, 1, -4.4, 1.18, 34.9, -0.3, 1, 0.9, 0.9, -5.0
11	N#CCCn1c(=S)[nH]c2ccccc21
 : 0.8, 0.9, -0.7, 1.18, /, 5.2, 1, 0.9, 1.4, -6.3
12	CN1CCc2c(sc3c2C(=O)NC(c2ccco2)N3)C1 (stereo not drawn)
 : 0.9, 1, 4.4, 1, -14.9, -1.0, 1, 0.9, 0.9, 2.4
13	COc1cc(NS(=O)(=O)c2ccc(NC(=S)NC(=O)/C=C/c3ccco3)cc2)ncn1
 : 0.9, 1.1, -5.2, 1.11, -3.1, -6.2, 1.1, 0.8, 1, -8.1
14	CC(=O)c1ccc(N2CCN(C(=S)Nc3ccc(Oc4ccccc4)cc3)CC2)cc1
 : 0.9, 1.1, -2.0, 0.68, 3.8, -9.0, 1, 1, 0.9, -43.1
15	CC(=O)N1N=C(c2ccco2)CC1c1cccs1 (stereo not drawn)
 : 0.9, 1, -5.9, 1.09, 0.3, -4.8, 1.1, 0.9, 1, -3.4
16	COc1ccccc1N1CCN(S(=O)(=O)c2ccc(Cl)s2)CC1
 : 0.9, 1, -5.2, 1.17, 3.2, -3.4, 1.1, 1, 0.9, -8.4
17	O=C(Nc1ccccc1)Nc1ccncc1
 : 1, 1, 7.3, 1, 9.4, 0.3, 0.9, 0.9, 1, -8.4
18	O=C(NC1CCCC1)C(c1ccsc1)N(C(=O)Cc1cccs1)c1ccccc1 (stereo not drawn)
 : 1, 1.1, -2.6, 1.04, 5.7, -7.7, 1, 1, 0.9, 6.4
19	COc1ccc(C2=C(C#N)C(=O)OC2)cc1
 : 1.2, 1, -1.0, 1.11, 1.9, -0.3, 1, 1.3, 1, -33.4
20	O=S(=O)(Nc1cccc2cn[nH]c12)c1ccc(F)cc1
 : 0.9, 1, -3.7, 1.13, 2.5, -0.7, 1, 1, 1, 5.1

Sorted by value in TNAP inh hiacc (falling): 3 of the compounds above.
No. | canonical_smiles | PMI activator | TNAP act hi DEA | NF-kB neuron act | APP 5'UTR act | TNAP inh hiacc | PMI act hi M6P | bIAP act | TNAP inh noacc
1 | N/C(=N\OC(=O)c1ccc2c(c1)OCO2)c1ccc(Br)cc1 | 1 | 1 | 3.37* | 60.3 | 0.7 | 0.9 | 1.1 | -7.0
9 | Cc1ccccc1C(=O)Nc1ccnc(-c2ccncc2)n1 | 1 | 1 | 1 | -11.2 | -2.7 | 1 | 1.2 | -6.0
13 | COc1cc(NS(=O)(=O)c2ccc(NC(=S)NC(=O)/C=C/c3ccco3)cc2)ncn1 | 0.9 | 1.1 | 1.11 | -3.1 | -6.2 | 0.8 | 1 | -8.1

Later entries:
Under each structure: PMI activator, TNAP act hi DEA, FLuc inhib CS, NF-kB neuron act, APP 5'UTR act, TNAP inh hiacc, FLuc act counter, PMI act hi M6P, bIAP act, TNAP inh noacc
21	Clc1ccc(/C=C/c2nc3ccccc3[nH]2)c(Cl)c1
 : 0.9, 1.1, 96.5*, 2.03, 221.0*, -5.6, 0, 0.9, 0.4, 14.3
22	COc1ccc(N2C(=O)CC(Sc3nnnn3-c3ccc(F)cc3)C2=O)cc1 (stereo not drawn)
 : 0.9, 1, -5.4, 1.41, -4.3, 0.1, 1.1, 1, 0.9, -3.8
23	Oc1c(C=Nc2ccccc2)sc2ccccc12
 : /, 0.9, 94.6*, 4.59*, 77.0, 6.1, 0.1, /, 0.9, 11.6
24	CCOc1ccc(NC(=S)Nc2ccc(OCC)cc2)cc1
 : 0.9, 1, -4.0, 0.92, 0.3, -3.6, 1, 0.9, 0.9, -9.0
25	O=P(O)(O)c1ccccc1OCCOCCOc1ccccc1P(=O)(O)O
 : 1, 1, -3.7, 1.21, 18.4, 3.3, 1, 1, 0.6, 72.2*
26	Cc1ccc(CN(C)CC(=O)Nc2ccc3c(c2)CCC3)cc1
 : 0.9, 1.1, -5.2, 1.02, -4.7, -6.3, 1.1, 0.8, 1, -16.8
27	Cc1cc(C)[n+](-c2ccc(F)cc2)c2[nH]c(=O)[nH]c(=O)c12
 : 1.1, 1, -1.3, 1.17, 2.6, -2.9, 1, 1.1, 0.8, -14.9
28	O=C(Cn1cncn1)NCc1cc(F)ccc1F
 : 1, 1.1, -2.1, 1, -8.4, -6.5, 1, 1.1, 0.9, -13.4
29	O=C(CCCN1C(=O)/C(=C\c2ccccc2)SC1=S)Nc1ccc(O)cc1
 : /, 1, -2.8, 2.52, -18.6, 4.3, 1, /, 0.9, 6.9
30	O=C(Cc1ccccc1)Nc1c2c(nn1-c1cccc(Cl)c1)CS(=O)(=O)C2
 : 1, 1, -10.9, 1.13, 3.2, -4.4, 1.1, 1, 1, -2.9
31	COc1ccc2c(c1)C=C([C@@H]1C[C@H]3CN(c4ccccc4)C(=O)[C@]34CCCN14)CO2
 : 0.9, 1, -1.8, 1.04, 3.2, -1.2, 1, 0.9, 1, -4.0
32	CC1(C)CC(=O)c2cc(OCC(=O)N3CCN(c4ccccc4F)CC3)ccc2O1
 : 1, 1, 0.8, 1.1, 2.4, -1.6, 1, 1, 1, -6.7
33	CC(=O)Nc1c(Cl)n(C(C)=O)c2ccccc12
 : 0.9, 1, -1.8, 1.12, 11.7, 3.3, 1, 1, 0.9, -2.9
34	CCOc1ccc(C(C)=O)cc1N1C(=O)C2C3C=CC(O3)C2C1=O (stereo not drawn)
 : 0.8, 1, -3.0, 0.94, -17.9, -0.7, 1, 0.9, 0.9, -6.5
35	Cc1oc2ccc(OCc3ccc(F)cc3)cc2c1C(=O)O
 : 1, 1.1, -3.3, 1.15, 0.4, -5.0, 1, 1, 1, -15.7
36	COC(=O)C1=C(C)N(C(C)C)C(=O)C1(NC(C)=O)C(F)(F)F (stereo not drawn)
 : 0.9, 1, -7.8, 1.11, -8.3, -4.6, 1.1, 1, 0.9, -10.1
37	O=C(N/N=C/c1ccncc1)c1ccc(-n2cccc2)cc1
 : 1.1, 1.1, -2.5, 0.77, 0.6, -6.8, 1, 1.1, 0.9, -2.2
38	O=C1CC(=O)C(n2cncn2)C(c2c(F)cccc2Cl)C1 (stereo not drawn)
 : 0.8, 1, -6.2, 1.46, -6.1, -2.9, 1.1, 0.9, 1.1, -19.4
39	CCCCNC(=O)c1ccc(CS(=O)(=O)c2ccc(OC)cc2)o1
 : 1.1, 1.1, -5.1, 0.9, -4.2, -6.0, 1.1, 1.1, 1, 4.2
40	CN(C)CCCOc1ccc(C(C)(C)c2ccccc2)cc1
 : 1, 1, -7.5, 0.89, -5.5, -4.3, 1.1, 1.1, 1, -4.5
41	O=C(/C=C/c1ccc([N+](=O)[O-])cc1)NC1CC2CCC1C2 (stereo not drawn)
 : 1.1, 1, 0.0, 1.38, 9.1, -1.3, 1, 1, 1, -4.0
42	COC(=O)CSc1nnc(-c2ccncc2)n1N
 : 1.1, 1.1, -6.1, 1.2, -1.4, -7.0, 1.1, 1.1, 0.9, -3.4
43	Cc1ccc(NC(=S)NCc2ccccc2)cc1S(=O)(=O)N1CCCCC1
 : 1, 1.1, 0.9, 1.37, 3.6, -13.4, 1, 1.1, 1.4, -95.2
44	COc1cc(NS(=O)(=O)c2ccc(NC(=S)NC(=O)COc3ccccc3OC)cc2)nc(OC)n1
 : 1, 1, -4.2, /, -2.8, 1.0, 1, 1, 0.9, -2.3
45	C=C(C)C1CC=C(C)/C(=N/NC(=O)c2ccc(NC(=O)CCC)cc2)C1 (stereo not drawn)
 : 0.9, 1.1, -1.9, 0.85, -24.0, -5.6, 1, 0.9, 1, -11.1
46	CCn1c(C(=O)OC)cc2c1ccn2-c1ccc(F)cc1
 : 0.8, 1.1, 1.1, 2.81, 79.6, -7.0, 1, 0.9, 0.9, -5.3
47	O=C(CN1CCC(C(=O)c2ccc3c(c2)OCCO3)CC1)NC1CCCC1
 : 1, 1, -1.9, 0.96, -1.6, -4.8, 1, 0.9, 1.1, -7.6
48	O=C(NCc1ccccc1)/C(=C/c1ccc(OC(F)F)cc1)c1ccccc1
 : 0.8, 1, 1.5, 0.69, 12.4, 1.0, 1, 0.9, 1.1, -6.2
49	O=C1CN(C(=O)COC(=O)c2cccc(S(=O)(=O)NCc3ccccc3)c2)c2ccccc2N1
 : 1.1, 1, -2.5, 0.97, 3.0, 0.1, 1, 1.1, 0.9, 1.7
50	CCOc1ccc(/C=N/OC(C)C(=O)NCc2ccc3c(c2)OCO3)cc1 (stereo not drawn)
 : 1, 1, -4.3, 1.27, -2.4, -1.6, 1, 1, 1, 1.4
51	CCCNC(=S)N1CCC(C(=O)c2ccc3c(c2)OCCO3)CC1
 : 1, 1.1, -6.3, 1.33, 17.8, -6.0, 1.1, 1, 0.8, -9.3
52	Cc1cc(C)nc(-n2nc(C)cc2NC(=O)COC(=O)CCC(=O)c2cccs2)n1
 : 0.9, 1.1, -3.3, 0.96, 2.9, -5.7, 1, 0.9, 1, -14.7
53	Cc1cccc2c1CC(C)(C)NC2=C(C#N)C#N
 : 1, 1, -2.7, 1.4, -1.3, -2.5, 1, 1.1, 0.6, -2.8

Compounds were not picked by outcome. Share with any hit: about 3.6%.
